SNCA viab count: cell viability loss counter-screen. HEK-293-SNCA-luc viability, GF-AFC fluorescence, 24 h. Potency, µM (highest dose often 57.1 µM), without a hit: top-dose activity change, negative = cytotoxicity, actives largely listed as cytotoxic. hit rate 0.12% among 150,000;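 further: potency means the concentration at half of the fitted maximal effect; 0% = DMSO-treated cells and -100% = medium-only wells without cells; nearly all actives have a fitted effect of over 30% in size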
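HEK-293-SNCA-luc cells (1500/well) plated 24 h, then exposed 24 h to a dilution series; GF-AFC added 30 min at 37C, fluorescence 405/540 nm; normalised to medium-only and DMSO wells, Hill fit.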
FLuc inh: blocks purified firefly luciferase enzyme activity; Potency, µM (highest dose often 115 µM), without a hit: at the highest dose activity change, negative = inhibition, most hits filed as inhibitors; P08659; AID 1347043; purified P. pyralis luciferase, luminescence, biochemical; hit rate 2.5% among 76,000; further: potency means the concentration at half of the fitted maximal effect; nearly all actives have a fitted effect of over 65% in size
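Cell-free enzyme assay, 10nM P. pyralis luciferase, luciferin and ATP each at 10uM. Inhibition profiled over a 6-point titration, read as luminescence.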
3T3 cytotox: cytotoxic compounds in NIH 3T3 cells. NIH 3T3 viability, CellTiter-Glo ATP luminescence, 48-72 h. Potency, µM (doses to about 96.7 µM), inactives show at the top dose activity change, negative = cytotoxicity, most hits filed as inhibitors. hit rate 4.3% among 94,000; further: potency means the concentration at half of the fitted maximal effect; nearly all actives have a fitted effect of over 55% in size
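Viability of NIH 3T3 cells after 48 or 72 hr compound treatment at 37 °C was assessed by CellTiter-Glo, with luminescence imaged following a 10 min room-temperature step.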
SNCA expr inhib: reduces expression of the alpha-synuclein gene | HEK-293 SNCA-luciferase knock-in, luminescence, 24 h | Potency, µM (series often up to 57.2 µM), for inactives: top-dose activity change, negative = inhibition, actives largely listed as inhibitors | hit rate 0.17% among 140,000 | AID 1671194;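 further: potency means the concentration at half of the fitted maximal effect; plate controls were DMSO cells for no effect and cell-free wells for full effect; nearly all actives have a fitted effect of over 45% in size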
GPT2 inh: inhibitors of human GPT2 alanine aminotransferase. AID 1671188. hit rate 0.25% among 100,000. Q8TD30. Recombinant GPT2, coupled pyruvate oxidase/HRP Amplex Red fluorescence. Potency, µM (highest dose often 57.7 µM), for inactives: at the top dose activity change, negative = inhibition, actives largely listed as inhibitors; further: potency means the concentration at half of the fitted maximal effect; nearly all actives have a fitted effect of over 60% in size; many of its hits are not listed in these tables
Target sequence (Q8TD30 whole entry, looked up): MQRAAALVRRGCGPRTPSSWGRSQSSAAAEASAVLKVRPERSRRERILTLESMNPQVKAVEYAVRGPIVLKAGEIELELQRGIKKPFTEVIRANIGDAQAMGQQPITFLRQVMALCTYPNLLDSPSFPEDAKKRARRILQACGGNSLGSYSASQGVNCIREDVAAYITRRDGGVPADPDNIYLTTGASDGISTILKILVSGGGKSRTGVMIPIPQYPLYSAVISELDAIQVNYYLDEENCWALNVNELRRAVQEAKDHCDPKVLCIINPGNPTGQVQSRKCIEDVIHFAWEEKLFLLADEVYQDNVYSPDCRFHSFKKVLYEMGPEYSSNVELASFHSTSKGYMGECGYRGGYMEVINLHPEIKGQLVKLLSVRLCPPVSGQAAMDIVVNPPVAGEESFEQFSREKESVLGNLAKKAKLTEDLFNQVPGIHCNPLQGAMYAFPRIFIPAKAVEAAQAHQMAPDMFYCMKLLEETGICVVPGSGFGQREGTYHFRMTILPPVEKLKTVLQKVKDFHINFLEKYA
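Inhibition is scored from Amplex Red fluorescence generated when pyruvate oxidase and HRP act on pyruvate released by GPT2. Reactions contain 10ng/uL enzyme, 250uM a-KG and 2mM L-alanine and run 30 min at room temperature.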
IP6K1 inh: inhibitors of human IP6K1; Q92551; IP6K1 kinase, ADP-Glo luminescence, 2 h; active compounds read low; activity change, % (series mostly up to about 58 µM); hit rate 0.81% among 140,000; in the data active means activity change below about -25%
Target sequence (Q92551 whole entry, looked up): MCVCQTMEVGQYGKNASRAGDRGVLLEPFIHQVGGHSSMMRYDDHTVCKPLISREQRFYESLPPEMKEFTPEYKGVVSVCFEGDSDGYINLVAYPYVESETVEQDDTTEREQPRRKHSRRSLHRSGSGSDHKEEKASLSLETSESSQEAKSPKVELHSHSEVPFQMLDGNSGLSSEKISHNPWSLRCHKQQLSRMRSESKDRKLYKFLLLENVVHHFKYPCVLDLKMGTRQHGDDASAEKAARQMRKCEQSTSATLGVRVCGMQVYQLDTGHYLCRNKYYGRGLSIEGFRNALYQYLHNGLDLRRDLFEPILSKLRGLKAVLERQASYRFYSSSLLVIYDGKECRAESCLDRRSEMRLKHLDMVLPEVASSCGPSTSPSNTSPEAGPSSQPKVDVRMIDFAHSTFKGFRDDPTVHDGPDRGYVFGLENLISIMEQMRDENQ
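ADP-Glo luminescence measures ADP made by human IP6K1 during a 2 h RT reaction with ATP/IP6 (mix at 1.3 mM/130 uM); top library doses 57.5 and 19.1 uM final.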
HEK293 tox: kills HEK 293 cells. HEK 293 viability, ATP luminescence (CellTiter-Glo), 48-72 h. Potency, µM (titrated, usually from 115 µM), without a hit: at the top dose activity change, negative = cytotoxicity, hits mostly inhibitors. hit rate 6.6% among 94,000; further: potency means the concentration at half of the fitted maximal effect; nearly all actives have a fitted effect of over 60% in size
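Pintool-delivered compounds were incubated with HEK 293 cells (250 cells/well) at 37 degree Celsius for 48 or 72 hr. ATP-dependent luminescence (CellTiter-Glo) then reported remaining viable cells.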
An asterisk follows results filed as active; i = inactive; ? = inconclusive; · = not tested or not shown; & = joins results of further samples; [ ] = remark or other dose. Unless noted, the call rests on the fitted dose curve; in most records, active means well fitted curve in the direction sought with a large enough effect; inconclusive means small, poorly fitted or top-dose-only effect, or another doubt; inactive means no such curve, though single readings can be large; an effect the other way counts as inactive or inconclusive. Unless noted, on the % scale 0 is the no-effect control and ±100 the full control effect.

Second line of a record: SNCA viab count | FLuc inh | 3T3 cytotox | SNCA expr inhib | GPT2 inh | IP6K1 inh | HEK293 tox
CNC(=O)c1cc(C)nc2onc(C3CCN(C(=O)c4ccc(OC)cc4)C3)c12 (stereo unspecified)
→ · | · | -1% | · | · | 2 | 3%
CCCCN(CC)C(=O)CSc1nc2c(sc3ccccc32)c(=O)n1CCc1ccccc1
→ 2% | · | · | 46%[activator] | · | 6 | ·
CN1CCCN(Cc2ccc3c(c2)OCO3)c2ccccc21
→ -17% | · | ? | 25% | ? | 22 | ?
CC(C)C(=O)N1CCC(CCOc2ccc(F)cc2)C1 (stereo unspecified)
→ 1% | -4% | ? | -6% | i | 4 | ?
CC(C)c1ccc(CC(=O)N2CCCc3ncc(C(=O)NCc4ccncc4)cc32)cc1
→ 3%[87.6 µM] | -13%[172 µM] | -29%[138 µM] | 1%[87.6 µM] | 4%[88.5 µM] | -1 | ?
COc1ccc(CN2CCC3(CC2)C(=NC2CCCCC2)NC(=O)N3c2cccnc2)cc1
→ 3% | · | -8% | 7% | 2% | -2 | i
O=C(N[C@@H]1CNC[C@H]1O)C1CCN(c2nc(-c3ccccc3)nc3c2CCC3)CC1
→ -1% | -2% | -5% | 13% | -10% | 23 | ?
O=C(NCc1ccc(Cl)cc1)[C@@H]1Cc2nc[nH]c2CN1C(=O)NC1CCCCC1
→ 3%[87.6 µM] | 10%[172 µM] | -2%[174 µM] | -2%[87.6 µM] | i | 4 | ?
O=C(CN1CCOC1=O)N1CCC(Cc2nncn2-c2ccccc2)CC1
→ -7% | 4% | -4% | 12% | ? | 12 | i
CCC1(C2CCN(C(=O)CCc3ccccc3)CC2)NC(=O)N(CCc2scnc2C)C1=O (stereo unspecified)
→ -4% | 9% | -10% | 10% | i | 2 | 7%
O=C1CCN(C(=O)C2CCCCC2)CCCC(c2nc(-c3ccccc3)no2)CCN1 (stereo unspecified)
→ -4% | 7% | -30% | -23% | 3% | 17 | ?
COc1cc(=O)n2c(c1C(=O)Nc1ccc(Cl)cc1)CCCC2
→ 8% | 0% | -10% | -5% | i | -3 | -9%
CN(Cc1nc(C2CC2)no1)C(=O)c1cc(Cn2ccc3ccccc32)[nH]n1
→ 2% | -1% | ? | -10% | i | 10 | -27%
COc1cc(Cl)c(C)cc1NC(=O)c1cc2c(=O)oc3ccccc3c2s1
→ 2% | · | · | 0% | · | -16 | ·
COc1ccc(Cn2c(C3CCN(C(=O)c4ccc5c(c4)OCO5)CC3)n[nH]c2=O)cc1
→ -11% | 0% | i | -14% | i | -2 | 16%
CC(C)N1CC2CCC(C1)N2Cc1ccc(Cl)cc1
→ 3%[87.6 µM] | · | -5%[138 µM] | 4%[87.6 µM] | ? | 2 | -12%[172 µM]
O=C(O)C1CNCCN(CCOCc2ccccc2)C1 (stereo unspecified)
→ -5% | 0% | -1% | -6% | i | 2 | -6%
CCCCn1cc(S(=O)(=O)c2cc(C)ccc2C)c(=O)c2cc(F)c(N3CCC(C)CC3)cc21
→ 5% | · | · | -6% | · | -12 | ·
COCC1CN(C(=O)COc2ccc(Cl)cc2C)CC12CCNCC2 (stereo unspecified)
→ ? | -3% | ? | 7% | i | 4 | ?
CCc1ccccc1NC(=O)c1ccc2c(c1)c(C)c(C)n2Cc1ccccc1
→ -23% | · | · | ? | · | -11 | ·

3 compounds from above, sorted by molecular weight, rising.
Second line of a record: SNCA viab count | FLuc inh | 3T3 cytotox | SNCA expr inhib | GPT2 inh | IP6K1 inh | HEK293 tox
CCc1ccccc1NC(=O)c1ccc2c(c1)c(C)c(C)n2Cc1ccccc1
→ -23% | · | · | ? | · | -11 | ·
O=C1CCN(C(=O)C2CCCCC2)CCCC(c2nc(-c3ccccc3)no2)CCN1 (stereo unspecified)
→ -4% | 7% | -30% | -23% | 3% | 17 | ?
COc1ccc(Cn2c(C3CCN(C(=O)c4ccc5c(c4)OCO5)CC3)n[nH]c2=O)cc1
→ -11% | 0% | i | -14% | i | -2 | 16%

Going on with the list:
Second line of a record: SNCA viab count | FLuc inh | 3T3 cytotox | SNCA expr inhib | GPT2 inh | IP6K1 inh | HEK293 tox
O=C(Cn1ncc2ccccc2c1=O)NCCc1nc(-c2ccccn2)no1
→ 3% | 9% | -2% | 7% | i | 2 | i
COc1ccccc1Nc1sc(C(=O)c2ccc(C)cc2C)c(N)c1S(=O)(=O)c1ccccc1
→ -7% | · | · | 5% | · | 19 | ·
O=C(NCc1cc(F)ccc1F)C1CCN(C(=O)c2ncn3c2COC(c2ccccc2)C3)CC1 (stereo unspecified)
→ 17% | 2.2µM* | -7% | 139%[activator] | ? | -12 | -10%
Cc1ccccc1CSc1cn(CC(=O)N2CCCCC2)c2ccccc12
→ ? | · | · | 20% | · | 15 | ·
COc1cccc(C2=CC(c3ccc(OC)c(OC)c3OC)n3ncnc3N2)c1 (stereo unspecified)
→ ? | · | · | -1% | · | 19 | ·
COc1ccccc1NC(=O)N1CCCC2(CCC(=O)N(CC3CC3)C2)C1 (stereo unspecified)
→ 2% | -7% | -13% | 23% | i[11.5 µM] | -19 | -10%
CN(C1CCCCC1)S(=O)(=O)c1ccc2c(c1)c(=O)c(C(=O)N1CCN(c3ccccc3)CC1)cn2C
→ -7% | · | · | -14% | · | 20 | ·
Cc1ccc(C(=O)N2CCC(N3C(=O)C(O)C34CCCCC4)CC2)cn1 (stereo unspecified)
→ 1% | -3% | i | 6% | -9% | -5 | i
COc1ccc(S(=O)(=O)NCC(c2cccs2)S(=O)(=O)c2ccccc2)cc1OC (stereo unspecified)
→ -15% | · | · | 11% | · | 5 | ·
COCCNC(=O)C1CCCN1c1nc2ncccc2o1 (stereo unspecified)
→ -13%[87.6 µM] | 2%[172 µM] | -13%[138 µM] | 9%[87.6 µM] | i | -12 | i
CCN(CC)S(=O)(=O)c1ccc(C(=O)Nc2nc3ccc(Cl)cc3s2)cc1
→ 12% | · | · | 5% | · | 8 | ·
CC(=O)Nc1ccc(CN2CCCC3(COc4ccccc4C(=O)N3)C2)cc1 (stereo unspecified)
→ 0% | -9% | ? | 1% | i | 14 | ?
OC[C@@]1(O)CO[C@H](OC[C@H]2O[C@@H](OCCc3ccccc3)[C@H](O)[C@@H](O)[C@@H]2O)[C@@H]1O
→ 16%[23.9 µM] | · | · | · | i | 4 | ·
COC[C@@H]1CCCN1Cc1cc2cc3c(cc2[nH]c1=O)OCO3
→ 8% | -1% | -4% | -7% | -23% | 11 | -1%
Cc1ccc(OCC(=O)N2[C@@H]3CC[C@H]2CC(NC(=O)c2ccncc2)C3)cc1 (stereo partly specified)
→ 4% | 3% | -7% | 4% | i | 17 | -21%
N#Cc1ccc(C(=O)N2CCN(C(=O)c3nnn4c3COC(c3ccc(F)cc3)C4)CC2)cc1 (stereo unspecified)
→ 6% | 1% | ? | -29% | -1% | -6 | ?
C=CCN1CCN(c2nc(C)nc3c2CCN(C(=O)N(C)C)CC3)CC1
→ 7% | 3% | -5% | 5% | -12% | 11 | -1%
COCCNc1ncccc1-c1noc([C@@H]2CCCN2C2CCN(C(C)=O)CC2)n1
→ 5%[87.6 µM] | -6%[172 µM] | 3%[138 µM] | 15%[87.6 µM] | 3%[88.5 µM] | 3 | 5%[172 µM]
COc1ccc(OC)c(S(=O)(=O)N[C@H]2CO[C@H]3[C@@H]2OC[C@H]3OC(=O)Nc2ccc(Oc3ccccc3)cc2)c1
→ -13% | 0% | ? | -23% | -12% | 11 | ?
CC(C)C[C@@H]1N[C@H](C(=O)NCc2ccco2)Cc2c[nH]c3cccc1c23
→ ? | -12%[172 µM] | 100µM* | ? | -17%[88.5 µM] | -6 | 35µM*
COc1cc(-c2cn(C)c(=O)n3cc(COc4ccnn4C)nc23)ccn1
→ -7%[87.6 µM] | -18%[172 µM] | ? | 17%[87.6 µM] | ? | 0 | -23%[172 µM]
CCN1CCCN(S(=O)(=O)c2cccs2)CC12CCOCC2
→ 10% | · | -13% | 33%[activator] | -6% | 25 | -7%
Cc1ccc(N2C(=O)CSC23C(=O)N(CC(=O)Nc2ccccc2F)c2ccccc23)cc1C (stereo unspecified)
→ -24% | · | · | 7% | · | -6 | ·
COCc1cn(C[C@H]2C[C@@H](NS(C)(=O)=O)[C@H](O)[C@@H]2O)nn1
→ 1%[87.6 µM] | 3%[172 µM] | i | -9%[87.6 µM] | 2%[88.5 µM] | -5 | i
CNC(=O)c1cc(-c2ccc(CO)cc2)cc2c1OCCN2Cc1cccnc1
→ 6%[87.6 µM] | -1%[172 µM] | 45µM* | 3%[87.6 µM] | -1%[88.5 µM] | -26* | -3%[172 µM]
CC(C)CCC(=O)N1CCC2(CC1)CC(O)CCO2 (stereo unspecified)
→ -22% | -4% | i | -4% | i | 1 | 4%
O=c1cc(N2CCOCC2)oc2c(-c3ccccc3)cccc12
→ -3%&-20% | · | · | -16%&-7% | -7%&-33% | · | ·
Cc1ccnc2c1NC(=O)c1cccnc1N2C1CC1
→ 2% | · | · | 31%[activator] | -5% | 25 | ·
O=C(c1ccc(-c2ccc(N3CCSCC3)nc2)cc1)N1CCCCC1
→ -18% | ? | 35µM* | 14% | i | 20 | ?
COc1ccc(C(=O)NCCc2sc(-c3ccc(Cl)cc3)nc2C)c(OC)c1
→ ? | · | · | 55%[activator] | · | -7 | ·
COCC(=O)N(C)Cc1ccccc1C(F)(F)F
→ 3%[87.6 µM] | -1%[172 µM] | -8%[138 µM] | 8%[87.6 µM] | i | -9 | i
COc1ccc(C(=O)N(CCC(C)C)Cc2nc(C)c(C)n2Cc2ccccc2C)c(OC)c1
→ -42% | · | · | · | ? | 0 | ·
CCc1ccccc1NC(=O)c1cc(S(=O)(=O)N2CCCc3ccccc32)ccc1F
→ 10% | · | · | -7% | · | -4 | ·
Cn1c(CO[C@H]2CN(C(=O)c3ccc(Cl)cc3)C[C@H]2F)nc2ccccc21
→ 1%[87.6 µM] | -8%[172 µM] | -7%[138 µM] | 3%[87.6 µM] | 3%[88.5 µM] | -8 | ?
O=C(NCCCc1ccccc1)c1n[nH]c2c1CN(C(=O)c1ccc(F)c(F)c1)CC2
→ 5% | · | 35µM* | -14% | 5% | 7 | ?
COc1cc2c(cc1OC)C(CNC(=O)c1ccc(Cl)cc1)N(C(=O)Nc1cccc(F)c1)CC2 (stereo unspecified)
→ 1% | 4% | -7% | -6% | 4% | -1 | -11%
COc1ccc(OC)c(NC(=O)COc2ccc(-c3nnc4n3CCCC4)cc2)c1
→ -2% | 3% | -16% | -14% | i | 1 | 4%
Cn1c(=O)n(C)c2cc(NS(=O)(=O)c3ccc(C(C)(C)C)cc3)c(NCc3ccccc3)cc21
→ -1% | · | · | 178%[activator] | · | -1 | ·
COc1ccc(NC(=O)c2ccc3nc(C(C)C)oc3c2)cc1OC
→ 8% | · | · | 134%[activator] | · | -5 | ·
O=C(Nc1cccc(F)c1)c1ccc(N2CC3CC(C2)[C@H]2CCCC(=O)N2C3)nc1 (stereo partly specified)
→ -11% | -4% | -27% | 4% | -31% | 12 | -18%
Cn1c(=O)oc2ccc(C(=O)N[C@H](C3CCNCC3)C3CC(O)C3)cc21 (stereo partly specified)
→ ? | -1% | 2% | 33%[activator] | 1% | 16 | 0%

Screening results (PubChem BioAssay)

These rows are one share of the data (hit frequency here may not be typical).
